Sm TGR block = S. mansoni TGR enzyme inhibition; Q962Y6; purified TGR, DTNB reduction, TNB absorbance 405 nm; Potency, µM (titrated, usually from 114 µM), for the others: top-dose activity change, negative = inhibition, hits mostly inhibitors; 360,000 tested, 3% active; AID 485364; note: potency is the fitted concentration of half-maximal effect; nearly all actives have a fitted effect of over 60% in size
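Kinetic colorimetric format: TGR-catalysed, NADPH-driven DTNB reduction monitored via TNB absorbance. Enzyme dispensed at 20 nM; compound exposure 15 min at room temperature before reaction start.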
AmpC inh no detg = inhibitors of E. coli AmpC beta-lactamase without detergent. Potency, µM (titrated, usually from 57.1 µM), inactives show top-dose activity change, negative = inhibition, usual class: inhibitors. P00811. 330,000 tested, 0.52% active. AmpC nitrocefin hydrolysis, absorbance 480 nm, 0.0001% Triton;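 note: potency is the fitted concentration of half-maximal effect; plate controls were no compound for no effect and no enzyme for full effect; nearly all actives have a fitted effect of over 20% in size; some results filed as inactive show a strong effect at the top dose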
Target sequence (P00811 whole entry, looked up): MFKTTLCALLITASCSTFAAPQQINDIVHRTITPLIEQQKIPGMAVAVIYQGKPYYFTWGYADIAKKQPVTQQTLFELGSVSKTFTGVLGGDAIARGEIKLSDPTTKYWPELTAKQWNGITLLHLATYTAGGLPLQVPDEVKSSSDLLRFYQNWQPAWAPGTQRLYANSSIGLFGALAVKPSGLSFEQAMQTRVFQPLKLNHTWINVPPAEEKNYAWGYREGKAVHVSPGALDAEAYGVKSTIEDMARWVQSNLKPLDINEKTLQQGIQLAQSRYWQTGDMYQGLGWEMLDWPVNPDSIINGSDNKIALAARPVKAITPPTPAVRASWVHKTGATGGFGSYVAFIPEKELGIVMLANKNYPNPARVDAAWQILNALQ
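20 mM phosphate pH 7.0 + 0.01% (detergent screen) or 0.0001% Triton X-100; 5.3 nM AmpC reagent; cpd preinc 15 min RT; nitrocefin (800 uM stock) to start; A480 q20 s × 4 min; Activity was normalised to no-enzyme and no-compound control wells.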
HCMV antiviral = blocks human cytomegalovirus replication | HFF cells, HCMV-luciferase reporter, 72 h; stronger effect = lower value | activity change, negative = inhibition, % at 57.5 µM | 410,000 tested, 4.5% active | AID 1259415; in the data active = activity change below about -60%; inconclusive = no clear call, values can overlap the other calls; inactive = above about -39%
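Screen run at 2 compound doses on HFFs infected with reporter HCMV, MOI 1 PFU/cell. Luciferase activity from cell lysates at 72 h post infection gave inhibition relative to buffer-only and Salinomycin wells.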
FBPA Giardia inh = Giardia lamblia aldolase inhibition; A8B2U2; purified Giardia FBPA; Potency, µM (titrated, usually from 59.6 µM), inactives show top-dose activity, negative = inhibition, actives largely listed as inhibitors; 290,000 tested, 0.71% active; AID 2451; note: potency is the fitted concentration of half-maximal effect; nearly all actives have a fitted effect of over 55% in size
Target sequence (A8B2U2 whole entry, looked up): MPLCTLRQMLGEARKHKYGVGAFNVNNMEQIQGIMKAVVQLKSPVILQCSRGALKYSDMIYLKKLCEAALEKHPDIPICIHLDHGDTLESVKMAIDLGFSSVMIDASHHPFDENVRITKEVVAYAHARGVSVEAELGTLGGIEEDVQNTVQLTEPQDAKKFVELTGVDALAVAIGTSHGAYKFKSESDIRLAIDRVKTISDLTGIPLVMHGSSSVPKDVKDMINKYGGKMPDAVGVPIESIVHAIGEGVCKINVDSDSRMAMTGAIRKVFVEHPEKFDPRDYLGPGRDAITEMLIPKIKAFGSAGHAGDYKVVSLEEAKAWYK
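Giardia FBPA (40 nM reagent) was preincubated 10 min at RT with compound (up to 57.5 uM final), then substrate plus GAPDH/TPI/NAD/arsenate coupling system with diaphorase/resazurin was added; resorufin fluorescence (525/598 nm) was read after 20 min.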
HCV inh = inhibitors of hepatitis C virus infection; Huh7.5.1 HCVcc-Cre infection, luciferase reporter, 44 h; Potency, µM (doses to about 41.8 µM), inactives show at the top dose activity change, negative = inhibition, most hits filed as inhibitors; 340,000 tested, 3.4% active; AID 651820; note: potency is the fitted concentration of half-maximal effect
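Whole-lifecycle infectious HCVcc-Cre system; cells 1,000/well, compound then virus (~0.5 moi) added 4 h after plating, 44 h culture. Luciferase read 15 sec following 15 min substrate incubation, room temp.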
AmpC detergent = inhibitors of E. coli AmpC beta-lactamase with detergent | 370,000 tested, 0.041% active | AmpC hydrolysis of nitrocefin, absorbance 480 nm, 0.01% Triton | Potency, µM (doses to about 114 µM), for the others: top-dose activity change, negative = inhibition, hits mostly inhibitors;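 note: potency is the fitted concentration of half-maximal effect; 0% = no-compound wells and -100% = no-enzyme wells; nearly all actives have a fitted effect of over 25% in size; some results filed as inactive show a strong effect at the top dose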
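20 mM phosphate pH 7.0 + 0.01% (detergent screen) or 0.0001% Triton X-100; 5.3 nM AmpC reagent; cpd preinc 15 min RT; nitrocefin (800 uM stock) to start; A480 q20 s × 4 min; Activity was normalised to no-enzyme and no-compound control wells.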
* marks the source's active call; other numbers are inactive results; [ ] = dose if it differs, or a comment. Unless noted, calls come from the whole dose curve; as a rule, active = well fitted curve in the direction sought with a large enough effect; inconclusive = small, poorly fitted or top-dose-only effect, or another doubt; inactive = no such curve, though single readings can be large; an effect the other way counts as inactive or inconclusive. Unless noted, % is set by controls: 0 for no effect and ±100 for the full control effect.

For CCN1CCN(c2nn3c(=O)c4ccccc4nc3c3ccccc23)CC1 the results were Sm TGR block -20.2%, AmpC inh no detg -15.9%, HCMV antiviral -1.8, HCV inh -13.2% and AmpC detergent 0.9%.
Screening CCOc1ccc(-c2nnc(-c3cccs3)o2)cc1 returned Sm TGR block 1.3%, AmpC inh no detg -18.5%, HCMV antiviral 48.1, FBPA Giardia inh 0.5%, HCV inh inconclusive and AmpC detergent -0.5%.
For COc1ccc(NC(=O)N2CCCC(CNS(=O)(=O)c3cccs3)C2)c(C)c1 (configuration not stated) the results were Sm TGR block -2.1%, AmpC inh no detg -1.8%, HCMV antiviral -7.6, FBPA Giardia inh 0.5%, HCV inh 6.9% and AmpC detergent -5.8%.
For CCCN(CC(=O)Nc1ccccc1OC)C(=O)c1ccc(COc2ccccc2)o1 the results were Sm TGR block -20.9%, AmpC inh no detg 13.9%, HCMV antiviral -27.3, HCV inh inconclusive and AmpC detergent 0.3%.
`Brc1ccc(/C=N/Nc2nc3ccccc3o2)cc1` gave Sm TGR block -3.8%, AmpC inh no detg -30.4%, HCMV antiviral -9.3, FBPA Giardia inh -15.1%, HCV inh -15.4% and AmpC detergent 7.3%.
For COC(=O)c1ccc(C2c3c(-c4ccccc4O)n[nH]c3C(=O)N2Cc2cccnc2)cc1 (configuration not stated) the results were Sm TGR block -3.9%, HCMV antiviral 4.6 and AmpC detergent -5.2%.
For CN(Cc1ccccc1F)C(=O)CN1c2cccc3cccc(c23)S1(=O)=O the results were Sm TGR block -4.0%, AmpC inh no detg -30.8%, HCMV antiviral 9.3, HCV inh -19.1% and AmpC detergent -18.3%.
For COCCSc1ccccc1C(=O)Nc1cc(C)ccn1 the results were Sm TGR block 9.9%, AmpC inh no detg -6.3%, HCMV antiviral inconclusive, FBPA Giardia inh -0.5%, HCV inh 34.6%[activator] and AmpC detergent inconclusive.
`O=C(CNS(=O)(=O)c1ccccc1)N/N=C\c1ccc(Cl)cc1` gave Sm TGR block -10.1%, AmpC inh no detg -22.0%, HCMV antiviral 15.9, FBPA Giardia inh 0.1%, HCV inh 3.9% and AmpC detergent -5.8%.
`CCOC(=O)C1=C(Cn2cnc3ccccc32)NC(=O)NC1c1cc(C)ccc1C` (configuration not stated) gave Sm TGR block inconclusive, AmpC inh no detg 29.0%, HCMV antiviral 19.0, FBPA Giardia inh 8.6%, HCV inh inconclusive and AmpC detergent -12.1%.
For Cc1cccc(CSc2nc3c(c(-c4cccs4)c2C#N)CN(C)CC3)c1 the results were Sm TGR block -29.2%, AmpC inh no detg 28.6%, HCMV antiviral -2.6, FBPA Giardia inh -10.2%, HCV inh inconclusive and AmpC detergent inconclusive.
Screening Cn1c(SCC(=O)c2ccc3c(c2)OCO3)nnc1C1COc2ccccc2O1 (configuration not stated) returned Sm TGR block -10.7%, AmpC inh no detg -48.2%, HCMV antiviral -4.3, FBPA Giardia inh -0.2%, HCV inh 3.6% and AmpC detergent -10.6%.
Screening c1ccc(N2CCN(c3ccccc3)C2c2cccnc2)cc1 returned Sm TGR block 5.6%, AmpC inh no detg -19.0%, HCMV antiviral -20.6, FBPA Giardia inh -8.4%, HCV inh -9.0% and AmpC detergent 2.4%.
Screening CCOC(=O)c1c(NC(=O)CC2Nc3ccccc3NC2=O)sc(C)c1C (configuration not stated) returned Sm TGR block -3.6%, AmpC inh no detg -44.9%, HCMV antiviral -15.9, FBPA Giardia inh -12.8%, HCV inh 11.5% and AmpC detergent inconclusive.
For OCCCNCc1cccc2ccccc12 the results were Sm TGR block -18.3%, AmpC inh no detg -5.6%, HCMV antiviral 30.4, FBPA Giardia inh -5.0%, HCV inh 11.6% and AmpC detergent inconclusive.
Screening CC(=O)N1N=C(c2cccs2)CC1c1ccco1 (configuration not stated) returned Sm TGR block inconclusive, AmpC inh no detg -7.8%, HCMV antiviral 0.7, FBPA Giardia inh -0.7%, HCV inh 1.8% and AmpC detergent 4.3%.
CCC1Sc2ccccc2N(CC(=O)NCCC(C)C)C1=O (configuration not stated) was read as Sm TGR block -0.7%, AmpC inh no detg 2.6%, HCMV antiviral 9.9, FBPA Giardia inh 1.6%, HCV inh -13.4% and AmpC detergent 0.6%.
Screening CCn1c2c(c3cc(OCC(C)C)ccc31)CCCC2=O returned Sm TGR block 1.2%, AmpC inh no detg -8.3%, HCMV antiviral 7.7, FBPA Giardia inh -2.2%, HCV inh inconclusive and AmpC detergent inconclusive.
For COc1ccc(S(=O)(=O)NC(C)C(=O)NCc2ccco2)cc1OC (configuration not stated) the results were Sm TGR block -11.9%, AmpC inh no detg -20.4%, HCMV antiviral inconclusive, FBPA Giardia inh -3.9%, HCV inh 18.9% and AmpC detergent -2.9%.
`COc1ccc(S(=O)(=O)NCC(c2ccco2)S(=O)(=O)c2ccc(C)cc2)cc1F` (configuration not stated) gave Sm TGR block 0.398µM*, HCMV antiviral -19.1 and AmpC detergent 2.7%.
CCOc1cc(/C=N/NC(=O)c2cccs2)ccc1OC(=O)N1CCOCC1 was read as Sm TGR block -3.4%, AmpC inh no detg -16.9%, HCMV antiviral 134.2, FBPA Giardia inh 3.9%, HCV inh inconclusive and AmpC detergent -5.5%.
For Cn1c(=O)oc2cc(S(=O)(=O)NCCC(=O)N3CCc4ccccc43)ccc21 the results were Sm TGR block 3.1%, AmpC inh no detg -21.3%, HCMV antiviral 45.2, FBPA Giardia inh 4.8%, HCV inh -3.8% and AmpC detergent -3.1%.
For COc1cccc(CNC(=O)C2CCCN(c3ncnc4c3nc3n4CCCCC3)C2)c1 (configuration not stated) the results were Sm TGR block -9.5%, AmpC inh no detg 103.8%[activator], HCMV antiviral -15.7, HCV inh -12.2% and AmpC detergent -6.2%.
For COc1ccc(CCNC(=O)CN2c3cccc4cccc(c34)S2(=O)=O)cc1OC the results were Sm TGR block -8.1%, AmpC inh no detg 10.7%, HCMV antiviral 37.3, FBPA Giardia inh 11.8%, HCV inh -0.8% and AmpC detergent -7.3%.
`O=S(=O)(c1cccs1)N1CCCc2ccccc21` gave Sm TGR block 14.0%, AmpC inh no detg -10.7%, HCMV antiviral 31.2, FBPA Giardia inh -7.4%, HCV inh 9.3% and AmpC detergent 4.9%.
Screening CCOC(=O)C1=C(N)Oc2c(oc(CO)cc2=O)C1c1ccccc1 (configuration not stated) returned Sm TGR block 2.5%, AmpC inh no detg -5.1%, HCMV antiviral 41.5, FBPA Giardia inh 7.3%, HCV inh 9.4% and AmpC detergent 6.1%.
`O=C(Nc1cccc(C(F)(F)F)c1)c1cccnc1N1CCN(CCO)CC1` gave Sm TGR block -2.5%, AmpC inh no detg 17.0%, HCMV antiviral 24.0, FBPA Giardia inh 1.3%, HCV inh -8.1% and AmpC detergent -7.7%.
`Cc1ccc(S(=O)(=O)N2CCOc3ccccc32)c(C)c1NS(C)(=O)=O` gave Sm TGR block 7.1%, AmpC inh no detg -12.1%, HCMV antiviral 0.2, FBPA Giardia inh 4.1%, HCV inh 7.6% and AmpC detergent 3.0%.
Screening CSc1ccc(C2=CC(=O)C[C@H](c3ccc(F)cc3)C2)cc1 returned Sm TGR block -4.3%, AmpC inh no detg -15.5%, HCMV antiviral 44.0, HCV inh inconclusive and AmpC detergent 0.7%.
For COc1ccccc1CN1CCN(C2CCN(C(=O)Nc3ccccc3)CC2)C(=O)C1=O the results were Sm TGR block 1.9%, HCMV antiviral 12.3 and AmpC detergent 11.8%.

Two neighbouring entries already listed, quoted:
For CCN1CCN(c2nn3c(=O)c4ccccc4nc3c3ccccc23)CC1 the results were Sm TGR block -20.2%, AmpC inh no detg -15.9%, HCMV antiviral -1.8, HCV inh -13.2% and AmpC detergent 0.9%.
Screening CCOc1ccc(-c2nnc(-c3cccs3)o2)cc1 returned Sm TGR block 1.3%, AmpC inh no detg -18.5%, HCMV antiviral 48.1, FBPA Giardia inh 0.5%, HCV inh inconclusive and AmpC detergent -0.5%.

The listing continues.
Screening Cc1cc(C)cc(NC(=O)CSc2nnc(CNC(=O)c3cccs3)o2)c1 returned Sm TGR block 1.2%, AmpC inh no detg -21.5%, HCMV antiviral 5.7, FBPA Giardia inh 0.2%, HCV inh 19.4% and AmpC detergent -3.6%.
Screening O=C(Nc1ccccc1)Oc1ccc[nH]c1=O returned Sm TGR block 50.1µM*, AmpC inh no detg -7.9%, HCMV antiviral -38.9, FBPA Giardia inh 1.41µM*, HCV inh 14.9% and AmpC detergent -4.3%.
Screening O=C(CCCCCN1C(=O)c2cccc3cccc(c23)C1=O)NC1CCS(=O)(=O)C1 (configuration not stated) returned Sm TGR block -3.5%, AmpC inh no detg 71.1%[activator], HCMV antiviral -32.0, FBPA Giardia inh 1.6%, HCV inh -12.6% and AmpC detergent 9.4%.
Screening O=C(Nc1ccc2nc3n(c(=O)c2c1)CCCC3)c1ccccc1F returned Sm TGR block 5.1%, AmpC inh no detg -14.9%, HCMV antiviral -0.1, FBPA Giardia inh 4.7%, HCV inh -13.8% and AmpC detergent 0.2%.
Cc1nc2c(sc(=S)n2Cc2ccco2)c(=O)n1CC(=O)Nc1ccccc1Cl was read as Sm TGR block -4.1%, AmpC inh no detg -36.3%, HCMV antiviral -18.4, FBPA Giardia inh -2.8%, HCV inh inconclusive and AmpC detergent 3.5%.
Screening CCC(=O)Nn1c(C)nnc1C returned Sm TGR block inconclusive, AmpC inh no detg -12.3%, HCMV antiviral -13.0, FBPA Giardia inh 3.0%, HCV inh 24.0% and AmpC detergent inconclusive.
O=C(c1ccc(Cl)cc1[N+](=O)[O-])N1CCOCC1 was read as Sm TGR block 5.0%, AmpC inh no detg -14.6%, HCMV antiviral -39.0, FBPA Giardia inh 3.0%, HCV inh 11.8% and AmpC detergent -12.6%.
Screening CC(C)(C)[C@H]1C=C(C(N)=O)O[C@@H](OCc2ccc(CO)cc2)C1 returned Sm TGR block -14.1%, AmpC inh no detg 17.4%, HCMV antiviral 14.7, FBPA Giardia inh -8.1%, HCV inh -4.1% and AmpC detergent -4.9%.
For COc1ccc(CNC(=O)CN(C)S(=O)(=O)c2ccc3nc(C)sc3c2)cc1 the results were Sm TGR block 12.2%, HCMV antiviral 2.1 and AmpC detergent 16.7%.
Screening CCN(CC)c1ccc(NC(=O)CSc2nc3nc(C)cc(C)c3c(=O)[nH]2)cc1 returned Sm TGR block -13.6%, AmpC inh no detg -24.7%, HCMV antiviral -11.7, HCV inh 0.9% and AmpC detergent inconclusive.
For COC(OC)c1ccc(C#N)c(SCc2ccc(C)cc2)n1 the results were Sm TGR block 11.1%, AmpC inh no detg -6.1%, HCMV antiviral -14.2, FBPA Giardia inh 4.0%, HCV inh 27.3% and AmpC detergent 7.7%.
Screening Cc1cccc(C)c1NC(=O)CNC(=O)C(C)NC(C)c1ccccc1Br (configuration not stated) returned Sm TGR block 3.1%, AmpC inh no detg 37.2%, HCMV antiviral -6.9, HCV inh -20.9% and AmpC detergent -1.4%.
`CC1Cc2c([nH]c3ccccc23)C(=O)N1` (configuration not stated) gave Sm TGR block -17.3%, AmpC inh no detg -5.4%, HCMV antiviral -2.9, FBPA Giardia inh -0.3%, HCV inh inconclusive and AmpC detergent inconclusive.
CC1(C)CC(=O)c2sc(NC(=O)Cc3cccs3)nc2C1 was read as Sm TGR block 2.1%, AmpC inh no detg -13.0%, HCMV antiviral 38.9, FBPA Giardia inh 0.2%, HCV inh inconclusive and AmpC detergent inconclusive.

High-throughput results from PubChem BioAssay.
